From PubChem
RGS4-Gao reg: modulates binding of RGS4 to human Galphao. P09471. Multiplexed bead flow cytometry; actives lie on both sides. binding response (% of control), % at 10 µM. 220,000 compounds, 0.33% hits; in the data active means binding response below about 49% or above about 150%; inactive means in between;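 further: fluorescent Galphao activated with aluminum fluoride binding bead-coupled RGS4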
Target sequence (P09471 whole entry, looked up): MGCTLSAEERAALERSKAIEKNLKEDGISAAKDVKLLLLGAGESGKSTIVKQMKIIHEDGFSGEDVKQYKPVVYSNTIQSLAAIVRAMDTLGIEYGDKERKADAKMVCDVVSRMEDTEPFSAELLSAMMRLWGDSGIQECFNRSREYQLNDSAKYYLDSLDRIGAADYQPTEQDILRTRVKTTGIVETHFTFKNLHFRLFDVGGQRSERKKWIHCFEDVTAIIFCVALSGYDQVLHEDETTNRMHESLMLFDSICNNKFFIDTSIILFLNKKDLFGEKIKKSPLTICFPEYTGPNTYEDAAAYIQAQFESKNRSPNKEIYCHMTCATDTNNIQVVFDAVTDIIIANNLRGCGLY
RGS8-Gao: modulates binding of RGS8 to human Galphao. P09471. multiplexed bead flow cytometry; actives lie on both sides. response (percent of control binding), % at 10 µM. 220,000 compounds, 0.34% hits; in the data active means response below about 60% or above about 140%; inactive means in between;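 further: Galphao activated as the GDP aluminium fluoride complex binding bead-coupled RGS8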
RGS7-Gao: regulators of human RGS7-Galphao interaction; binding response (% of control), % at 10 µM; Multiplexed bead flow cytometry, RGS7-Galphao binding; actives lie on both sides; 220,000 compounds, 0.35% hits; P09471; AID 1439; in the data active means binding response below about 49% or above about 150%; inconclusive means no clear call, values can overlap the other calls; inactive means in between;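 further: fluorescent Galphao held in activated GDP-AlF4 state binding bead-coupled RGS7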
The depositor's hits bear a star; ? = inconclusive; · = no result given. Only part of the results is shown; count on the stated rates, not on these rows.

SMILES	RGS4-Gao reg	RGS8-Gao	RGS7-Gao
N/C(=N\O)c1ccc(N2CCN(c3ncccc3C(F)(F)F)CC2)nc1	89	102	?
Nc1nnn(CC(=O)N/N=C/c2ccco2)n1	104	101	?
N=C(N)c1ccc(/C=C/c2ccc(C(=N)N)cc2O)cc1	108	103	?
COc1ccccc1C(=O)C1CCCN(Cc2ccc3c(c2)OCCO3)C1 (stereo unspecified)	106	105	?
COc1cc(CC(=O)O)ccc1O	118	111	?
CC(=O)c1sc(-c2ccc(F)cc2F)nc1C	102	98	?
Nc1nnc(CSCc2ccccc2Cl)s1	104	102	?
COc1cc(NC2CCCCC2O)c2nc(-c3ccc(Cl)cc3)ccc2c1 (stereo unspecified)	94	102	?
Cc1cc(C)cc(NC(=O)N2c3ccccc3NC(=O)CC2C)c1 (stereo unspecified)	101	102	?
CCN1C(=O)/C(=C2\SC(=S)N(NC(=O)c3ccccc3O)C2=O)c2ccccc21	103	100	?
CCN(CC)CCCN=C(C)C1=C(O)c2ccccc2C1=O	95	98	?
COc1ccc2c(C)cc(SCC(=O)Nc3cc(C(N)=O)cc(C(N)=O)c3)nc2c1	101	100	?
Cc1ccn2cc(CNS(=O)(=O)c3cccs3)nc2c1	100	100	?
CC(C)Oc1ccc(C2CC(=O)N(Nc3ccc([N+](=O)[O-])cc3[N+](=O)[O-])C2=O)cc1 (stereo unspecified)	102	101	?
Cc1ccc(-c2noc(-c3c(C)noc3C)n2)cc1	98	101	?
C=CCNC(=S)N1CCN(c2ncc(C(F)(F)F)cc2Cl)CC1	96	98	?
CC(C)CCN(CCC(C)C)C(=O)Cc1c(O)c2ccccc2[nH]c1=O	96	100	?
CCOc1ccc2[nH]c3c(N4CCC5(CC4)OCCO5)ncnc3c2c1	100	102	?
C1CN(c2nc(N3CCOCC3)nc(N3CCOCC3)n2)CCO1	108	104	·
O=c1c(Cc2ccccc2)c(O)c2cccc3c4c(n1c23)CCCC4	94	94	?
OCc1nc2nc(Cl)c(Cl)nc2[nH]1	102	103	?
COCCn1c(SCC(=O)N2CCc3ccccc32)nc2c(c1=O)SC(C)C2 (stereo unspecified)	102	101	?
CC(=O)NS(=O)(=O)c1ccc(Nc2ccc([N+](=O)[O-])c3nonc23)cc1	93	93	?
O=C(N/N=C/c1ccncc1)NC12CC3CC(CC(C3)C1)C2	101	101	?
CCN(C(=O)c1cc2c(=O)[nH]c3ccc(C)cc3c2s1)c1ccccc1C	103	102	?

Given bar-delimited: entries from further up.
SMILES | RGS4-Gao reg | RGS8-Gao | RGS7-Gao
COc1cc(NC2CCCCC2O)c2nc(-c3ccc(Cl)cc3)ccc2c1 (stereo unspecified) | 94 | 102 | ?
Cc1cc(C)cc(NC(=O)N2c3ccccc3NC(=O)CC2C)c1 (stereo unspecified) | 101 | 102 | ?
CCN1C(=O)/C(=C2\SC(=S)N(NC(=O)c3ccccc3O)C2=O)c2ccccc21 | 103 | 100 | ?
CCN(CC)CCCN=C(C)C1=C(O)c2ccccc2C1=O | 95 | 98 | ?
COc1ccc2c(C)cc(SCC(=O)Nc3cc(C(N)=O)cc(C(N)=O)c3)nc2c1 | 101 | 100 | ?
Cc1ccn2cc(CNS(=O)(=O)c3cccs3)nc2c1 | 100 | 100 | ?
CC(C)Oc1ccc(C2CC(=O)N(Nc3ccc([N+](=O)[O-])cc3[N+](=O)[O-])C2=O)cc1 (stereo unspecified) | 102 | 101 | ?
Cc1ccc(-c2noc(-c3c(C)noc3C)n2)cc1 | 98 | 101 | ?
C=CCNC(=S)N1CCN(c2ncc(C(F)(F)F)cc2Cl)CC1 | 96 | 98 | ?
CC(C)CCN(CCC(C)C)C(=O)Cc1c(O)c2ccccc2[nH]c1=O | 96 | 100 | ?
CCOc1ccc2[nH]c3c(N4CCC5(CC4)OCCO5)ncnc3c2c1 | 100 | 102 | ?
C1CN(c2nc(N3CCOCC3)nc(N3CCOCC3)n2)CCO1 | 108 | 104 | ·
O=c1c(Cc2ccccc2)c(O)c2cccc3c4c(n1c23)CCCC4 | 94 | 94 | ?
OCc1nc2nc(Cl)c(Cl)nc2[nH]1 | 102 | 103 | ?
COCCn1c(SCC(=O)N2CCc3ccccc32)nc2c(c1=O)SC(C)C2 (stereo unspecified) | 102 | 101 | ?
CC(=O)NS(=O)(=O)c1ccc(Nc2ccc([N+](=O)[O-])c3nonc23)cc1 | 93 | 93 | ?
O=C(N/N=C/c1ccncc1)NC12CC3CC(CC(C3)C1)C2 | 101 | 101 | ?
CCN(C(=O)c1cc2c(=O)[nH]c3ccc(C)cc3c2s1)c1ccccc1C | 103 | 102 | ?

Continued.
SMILES	RGS4-Gao reg	RGS8-Gao	RGS7-Gao
O=C1CSC2(N1)C1CC3CC(C1)CC2C3 (stereo unspecified)	105	103	?
O=C(O)CN1C(=O)c2ccc(Oc3ccc4c(c3)C(=O)N(CC(=O)O)C4=O)cc2C1=O	103	103	?
NNC(=O)c1cccc(COCC(F)(F)C(F)F)c1	106	103	?
CCCC[C@@H]1CNC(=O)C(=O)N1CC(C)(C)C	101	100	?
CCOC(=O)NNC(=O)CCn1c2c(c3ccccc31)CCCC2	102	101	?
c1ccc(-c2ccc3c(c2)NC(C2Nc4cc(-c5ccccc5)ccc4O2)O3)cc1 (stereo unspecified)	110	105	?
CC1(C)OC(=O)C(=CNc2ccccn2)C(=O)O1	102	99	?
Cc1nonc1OC(C)CNCCNc1ccc([N+](=O)[O-])cc1 (stereo unspecified)	103	103	?
CCC(CC)NC(=O)Nc1ccccc1C(F)(F)F	112	103	?
CCCCCCN(C(=O)CCCCCN1C(=O)NC(c2ccc(-c3ccccc3)cc2)C(C(=O)OCc2ccccc2)=C1C)C(C(=O)NCCCC)c1cccc(C(=O)OC)c1 (stereo unspecified)	102	102	?
O=C1N=C(N2CCCCC2)S/C1=C\c1ccncc1	99	98	?
O=C(NC(=S)Nn1cnnc1)c1ccccc1Br	98	99	?
O=C(CNC(=O)c1ccc(Cl)cc1Cl)Nc1ccc(F)cc1	97	99	?
CCOC(=O)C1=C(CS(=O)(=O)c2ccccc2)NC(=O)NC1c1ccc(O)c(OC)c1 (stereo unspecified)	104	101	?
COC(=O)/C(C#N)=C/c1c(Oc2cccc(C)c2C)nc2ccccn2c1=O	94	99	?
O=[N+]([O-])c1ccc(/C=[N+](\[O-])CCO)o1	101	99	?
COc1ccc(C(CC(=O)N2CCCC(C)C2)c2c(OC)cc(OC)c3ccc(=O)oc23)cc1 (stereo unspecified)	100	103	?
COc1cc(C2SCCS2)cc(Br)c1Oc1ncccc1[N+](=O)[O-]	100	102	?
Cc1nc2oc3c(=O)[nH]cnc3c2c2c1COC(C)(C)C2	101	101	?
CC(C)Cn1c(S(=O)(=O)O)nc2ccccc21	96	97	?
NC(=O)Nn1c(CCC(=O)O)ccc1-c1ccc(Cl)cc1	92	90	?
Cc1cc(Nc2ccccc2C(=O)O)n(-c2cccc(Cl)c2)n1	93	99	?
COc1ccc(-n2nnnc2/C=C/Nc2cc(C(F)(F)F)ccc2OC)cc1	100	98	?
COc1ccc(-c2ccc(OC)c([C@H]3[C@H]4C=CC[C@@H](C)[C@@H]4C(=O)N3Cc3ccccc3)c2)cc1C	91	98	?
O=C(Nc1ccc(F)cc1F)Nc1csc2ccccc12	91	95	?

The list continues:
SMILES	RGS4-Gao reg	RGS8-Gao	RGS7-Gao
Cc1cccc2c1NC(=O)C21N2CCCC2C(C(=O)c2ccc3ccccc3c2)C12C(=O)Nc1ccccc12 (stereo unspecified)	109	110	?
O=C(NCC1(N2CCCCC2)CCCCC1)c1ccc(S(=O)(=O)N2CCCC2)cc1	105	101	?
O=C(Nc1ncc(S(=O)(=O)c2ccc([N+](=O)[O-])cc2)s1)c1cccnc1	99	99	?
O=C(N/N=C/c1c[nH]c2ccccc12)c1cccs1	99	100	?
O=C(c1ccccc1)c1cnc[nH]1	102	100	?
O=C(Nc1ccc(F)cc1)Oc1ccc[nH]c1=O	101	102	?
CN(C)c1ccc(P(=O)(COc2ccc([N+](=O)[O-])cc2)c2ccc(N(C)C)cc2)cc1	97	99	?
COc1ccc2cc1Oc1ccc(cc1)CC1c3c(cc(OC)c4c3Oc3cc5c(cc3O4)CCNC5C2)CCN1C (stereo unspecified)	102	101	?
Cc1cc(C)cc(NC(=O)Nc2ccccc2N2CCCCC2)c1	96	101	?
O=C(N/N=C/c1ccco1)C(O)c1ccccc1 (stereo unspecified)	101	101	?
Cc1ccc(OCC(=O)N/N=C/c2cn(C)c3ccccc23)cc1	101	104	?
Cc1ccc2c(c1)C(=O)OC1(O)C3C4C=CC(C4)C3C(=O)N21 (stereo unspecified)	98	99	?
Cc1cccc(NC(=O)Cn2nnc3sc4c(c3c2=O)CC(C)(C)OC4)c1	74	82	?
CCOC(=O)c1c(SC)[nH]c2c(Cl)cccc2c1=O	92	94	?
Cn1c(=O)n(CCOc2ccc([N+](=O)[O-])cc2)c2ccccc21	109	106	?
NS(=O)(=O)c1ccc(NC(=O)COC(=O)Cc2ccc(Cl)cc2)cc1	101	103	?
COC(C[C@@H](O)C[C@@H](O)COCc1ccccc1)OC	96	96	?
COc1cc2ccccc2nn1	100	98	?
O=C(Nc1ccc(O)c2c(=O)cc(-c3cccc(Cl)c3)oc12)c1cccc(Cl)c1	102	99	?
CN(C)CC(CCC(CN(C)C)C(=O)c1ccccc1)C(=O)c1ccccc1 (stereo unspecified)	102	99	?
COc1cc(OC)c2c(C)cc(=O)oc2c1C(CCN1CCN(c2ccccc2)CC1)c1ccc2c(c1)OCO2 (stereo unspecified)	107	105	?
O=C(O)c1cccc(CN2C(=O)S/C(=C/c3cccc([N+](=O)[O-])c3)C2=O)c1	102	99	?
Cn1cnc([N+](=O)[O-])c1NCc1ccccc1	111	104	?
O=C(COC(=O)c1ccc(O)cc1)Nc1cccc(S(=O)(=O)NC2=NCCCCC2)c1	104	103	?
CCc1cc(C(=O)c2ccc(OC)cc2)c(NC(=O)CCC(=O)O)s1	98	100	?

Following part.
SMILES	RGS4-Gao reg	RGS8-Gao	RGS7-Gao
COC(=O)C(=N/Nc1ccccc1C(=O)OC)/C(C)=N/O	102	101	?
O=C1NC[C@@H](Cc2ccc(O)cc2)N(CCc2cccc(F)c2)C1=O	102	103	?
CNC(=O)C1=C(C)Nc2nc3ccccc3n2C1c1ccc(F)cc1 (stereo unspecified)	102	102	?
O=C(O)c1ccc(N/N=C/c2ccc(OC(=O)c3cccc(Cl)c3)cc2)cc1	115	107	?
COc1cc(/C=C2\Oc3cc(O)ccc3C2=O)ccc1O	106	106	?
CCc1c(O)c(-c2ccccc2)c(=O)n(-c2ccccn2)c1-c1ccccc1	95	96	?
CCOC(=O)C1CCCN(c2c(NCCc3ccc(C)cc3)c(=O)c2=O)C1 (stereo unspecified)	104	101	?
COc1ccccc1NC(=S)NC1CCCCCCCCCCC1	88	95	?
COc1cc(NC(=O)C(=O)Nc2ccc3nc4n(c(=O)c3c2)CCCCC4)cc(OC)c1OC	97	101	?
COc1ccc(C2/C=C\CN(Cc3ccco3)CC(=O)N2Cc2ccc(F)cc2)cc1 (stereo unspecified)	99	98	?
COc1ccc(Nc2cc(Cl)ccc2C(=O)O)cn1	94	98	?
COc1c(Br)cc([N+](=O)[O-])c(OC)c1C(=O)NC(=O)Nc1nc(C)cc(C)n1	99	102	?
COC(=O)c1cc(OC)nc2ccc(Br)cc12	102	102	?
COc1ccc(NC(=S)N(CCO)Cc2cc3c(C)cc(C)cc3[nH]c2=O)cc1	99	99	?
N#Cc1cnn(-c2cccc(Cl)c2)c1-n1cccc1	97	98	?
Cc1cc(Cl)ccc1NC(=O)/C=N/O	101	100	?
CCOC(=O)C1CCN(C(=O)c2sccc2Cl)CC1	96	98	?
COc1ccccc1-c1cn[nH]c1-c1ccc(OCc2ccc([N+](=O)[O-])cc2)cc1O	106	104	?
CCCN1C(=O)c2[nH]nc(-c3cc(Cl)c(C)cc3O)c2C1c1ccc(O)c(OC)c1 (stereo unspecified)	98	100	?
O=C(O)CCc1cc(I)c(Oc2ccc(O)c(I)c2)c(I)c1	101	100	?
CCCN(CCC)CC(O)COc1ccccc1C(=O)Nc1ccccc1 (stereo unspecified)	95	98	?
CC(=O)c1c(C)nc(Nc2nc3ccccc3s2)nc1C	102	105	?
COc1cccc2c1c(NC(=O)Nc1ccc(F)cc1F)nn2C	99	98	?
Cc1cc(=O)[nH]c(NN=C2C3CC4CC(C3)CC2C4)n1	87	98	?
CCOc1ccc(NC(=O)CSc2ncc(-c3ccc(F)cc3)n2Cc2ccco2)cc1	101	101	?

(listing goes on)
SMILES	RGS4-Gao reg	RGS8-Gao	RGS7-Gao
CCOC(=O)CNC(=S)NN(C)C	95	101	?
CC(C)(CC(=O)O)CC(=O)NCc1c(Cl)cccc1Oc1ccccc1	101	103	?
O=C(CCN1C(=O)c2ccccc2C1=O)C1=NN[C@@H]2C(=O)N(c3ccc4c(c3)OCO4)C(=O)[C@H]12	102	101	?
CC1C/C(=N\NC(=O)c2ccc([N+](=O)[O-])cc2)CC(C)(C)C1 (stereo unspecified)	101	102	?
O=C(O)COc1ccccc1/C=N/NC(=O)CSc1nnc(SCc2ccccc2)s1	100	99	?
NC(=O)CNC(=O)c1cccc(Cl)c1	99	99	?
CCCNC(=O)c1ccc(S(N)(=O)=O)cc1	95	101	?
Cc1noc(C)c1S(=O)(=O)N1CCC(C(=O)c2ccccc2)CC1	100	100	?
COc1ccc(/C=C/C(=O)NCC(=O)N/N=C(\C)Cc2ccccc2)cc1	93	99	?
COc1ccc(NC(=O)c2cc3ccc4c5ccccc5[nH]c4c3cc2O)cc1	90	94	?
c1cc(-n2nnc3cnccc32)ccn1	109	102	?
